FUS suppressor – FUS proteinopathy suppression in yeast. AID 1347120. S. cerevisiae FUS-expressing, growth rescue, OD600, 24 h. Potency, µM (top dose mostly 76.6 µM), for the others: at the top dose growth rescue (activation), hits mostly activators. 390,000 tested, 0.24% active;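 further: potency means the concentration at half of the fitted maximal effect; plate controls were DMSO vehicle for no effect and reference control for full effect; nearly all actives have a fitted effect of over 55% in size; some results filed as inactive show a strong effect at the top dose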
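Restored growth of FUS-toxic S. cerevisiae, read as 600 nm absorbance after 24 h at 30C in galactose medium (starting OD 0.005). Controls CP55940 and DMSO.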
Abeta yeast res – compounds reversing amyloid beta toxicity in yeast; Potency, µM (highest dose often 46.1 µM), inactives show at the top dose growth rescue, most hits filed as activators; 410,000 tested, 0.063% active; yeast expressing A-beta42, growth rescue, OD600, 48 h; response scale: 0% DMSO, 100% iron-clioquinol control; AID 1347071; further: potency means the concentration at half of the fitted maximal effect; nearly all actives have a fitted effect of over 55% in size
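Yeast A-beta toxicity model in growth medium with pinned compounds, 48 h at 30 C; growth read as absorbance at 600 nm. Normalized to FeCl3/clioquinol equimolar mix (positive) and DMSO (negative).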
EPAC2 antagonist – antagonists of human EPAC2; EPAC2 GEF exchange of Rap1B-BODIPY-GDP, fluorescence; Potency, µM (series often up to 114 µM), for inactives: top-dose activity, negative = inhibition, hits mostly inhibitors; 360,000 tested, 0.18% active; AID 720708; further: potency means the concentration at half of the fitted maximal effect; on the % scale 0 is the no-effect control and ±100 the full control effect; nearly all actives have a fitted effect of over 45% in size; many of its hits are not listed in these tables
TDP-43 yeast inh – TDP-43 toxicity inhibition in yeast. 410,000 tested, 1.8% active. TDP-43 expressing yeast growth rescue, BacTiter-Glo, 24 h. Potency, µM (doses to about 46.1 µM), for the others: top-dose growth rescue (activation), most hits filed as activators; further: potency means the concentration at half of the fitted maximal effect; % of control where 0% means no effect; nearly all actives have a fitted effect of over 50% in size
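Yeast expressing TDP-43 (pregrown in raffinose, seeded at OD600=0.02 in galactose medium) exposed to compounds 24 hr at 30 deg C. Growth read by BacTiter-Glo luminescence; rescue of toxicity appears as increased signal.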
D3 antag – blocks the human D3 dopamine receptor | D3R cells, DiscoveRx beta-arrestin luminescence, antagonist mode; active compounds read low | max response, negative = inhibition, % | 360,000 tested, 2.5% active; in the data active means max response below about -50%; inconclusive means no clear call, values can overlap the other calls; further: on the % scale 0 is the no-effect control and ±100 the full control effect; mostly tested at two doses, the higher about 12 µM
Target sequence (P35462 whole entry, looked up): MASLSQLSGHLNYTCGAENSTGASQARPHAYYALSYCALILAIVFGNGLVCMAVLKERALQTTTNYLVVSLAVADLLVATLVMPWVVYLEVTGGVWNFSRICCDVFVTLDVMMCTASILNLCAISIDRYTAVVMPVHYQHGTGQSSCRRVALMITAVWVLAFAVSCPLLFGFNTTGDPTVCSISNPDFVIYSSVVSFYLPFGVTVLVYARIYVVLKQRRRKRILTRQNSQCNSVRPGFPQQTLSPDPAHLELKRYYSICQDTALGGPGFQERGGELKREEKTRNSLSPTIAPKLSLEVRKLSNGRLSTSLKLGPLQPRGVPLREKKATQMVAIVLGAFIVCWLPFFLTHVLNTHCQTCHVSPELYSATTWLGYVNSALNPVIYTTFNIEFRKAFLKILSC
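Cells expressing the human receptor were seeded at 1500 cells/well, incubated overnight at 37 degrees C in 5% CO2, then exposed to library compounds with dopamine controls for 90 minutes at 37 degrees C before luminescent detection.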
EPAC2 ag – agonists of human EPAC2 (RAPGEF4) | 360,000 tested, 0.079% active | EPAC2 activation, biochemical qHTS; response scale: 100% = 6.5 mM cAMP response | Potency, µM (series often up to 154 µM), for the others: at the highest dose activation, most hits filed as activators | Q8WZA2; further: potency means the concentration at half of the fitted maximal effect; nearly all actives have a fitted effect of over 50% in size
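Nucleotide exchange monitored as fluorescence drop when BODIPY-GDP leaves Rap1B. Reaction: 100 nM EPAC2, 250 nM RAP1B-BODIPY-GDP, 50 uM GDP, room temperature, kinetic read over 30 min. Activity expressed relative to 6.5 mM cAMP.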
aSyn rescue – rescues yeast growth from alpha-synuclein toxicity; Yeast expressing alpha-synuclein, growth rescue, BacTiter-Glo, 24 h; Potency, µM (top dose mostly 46.1 µM), for inactives: at the top dose growth rescue (activation), actives largely listed as activators; 370,000 tested, 0.14% active; AID 652106; further: potency means the concentration at half of the fitted maximal effect; % of control where 0% means no effect; nearly all actives have a fitted effect of over 65% in size
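Galactose-induced alpha-syn yeast (OD600=0.02, raffinose-pregrown) + pinned cpd, 24 hr, 30 deg C; growth by BacTiter-Glo luminescence. Growth restoration scores as activation.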
DRD3 agonist – agonists of human D3 dopamine receptor; P35462; D3R DiscoveRx beta-arrestin cells, luminescence, 90 min; max activation, %; 410,000 tested, 0.58% active; AID 652048; in the data active means max activation above about 30%; further: 0% is about no effect; mostly tested at two doses, the higher about 12 µM
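Agonist mode: compounds and dopamine controls were applied to plated cells for 90 min at 37 degrees C after an overnight attachment at 1500 cells/well. Luminescent read-out followed 30 - 60 minutes at room temperature with DiscoveRx detection reagent.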
An asterisk follows results filed as active; ? = inconclusive; . = no result given; & = joins results of further samples; [ ] = another dose, or the depositor's remark. Unless noted, the call rests on the fitted dose curve; in most records, active means well fitted curve in the direction sought with a large enough effect; inconclusive means small, poorly fitted or top-dose-only effect, or another doubt; inactive means no such curve, though single readings can be large; an effect the other way counts as inactive or inconclusive. This is a subset. The share of hits here may be higher or lower than overall.

SMILES | FUS suppressor | Abeta yeast res | EPAC2 antagonist | TDP-43 yeast inh | D3 antag | EPAC2 ag | aSyn rescue | DRD3 agonist
COC(=O)Oc1ccc(/C=N/NC(=O)CN(c2ccccc2Br)S(C)(=O)=O)cc1OC | -6% | -1% | -28% | 15% | 0 | 5% | 0% | 6
Oc1ccc2c(c1)c1c3n2CCNC3CCC1 (stereo not given) | 15% | -11% | -2% | -18% | 5 | 11% | -2% | -7
CCOc1ccc(NC(=O)c2cc(S(=O)(=O)N3CCOCC3)ccc2F)cc1 | 18% | 3% | . | 10% | . | . | . | 5
COc1ccc2[nH]c(=O)c(C(c3nnnn3C3CCCC3)N3CCN(Cc4ccc5c(c4)OCO5)CC3)cc2c1 (stereo not given) | 28% | 4% | -3% | -27% | -54* | 6% | 0% | -25
CN1CCN(c2nnc(-c3ccccc3)c(-c3ccccc3)n2)CC1 | -2% | 1% | 2% | -21% | -28 | -3% | -5% | -27
CCCOc1ccc(-c2c(=O)n(O)c3ccccc3[n+]2[O-])cc1 | 38% | -37%[inhibitor] | -1% | . | ? | 6% | 13% | -15
CCn1c(C)nc2cc(S(=O)(=O)N3CCCCC3)ccc21 | 4% | 3% | -4% | -2% | 1 | 5% | 0% | -5
O=C(Cn1nc(-c2ccccc2)ccc1=O)NCc1ccc(F)cc1 | 4% | -5% | -8% | -14% | -2 | 13% | -1% | -3
COc1ccc(NC(=O)c2sccc2OS(=O)(=O)N(C)C)cc1 | -5% | -1% | 1% | -8% | -10 | 13% | 2% | -1
Cc1nnc(NC(=O)Cc2cccs2)s1 | 26% | -2% | 2% | -12% | -5 | 8% | 0% | 1
O=C(Cc1ccc(F)cc1)Nc1ccc(F)c([N+](=O)[O-])c1 | 2% | 20% | -1% | 6% | -23 | 1% | -1% | 0
CCOC(=O)c1cc2n(c1/N=C/N(C)C)-c1ccccc1C2=O | 0% | -29% | 48%[activator] | -10% | 48 | 100µM* | -1% | 3
Cc1coc2c1c(C)cc1oc(=O)c(CC(=O)NCc3ccc(Cl)cc3)c(C)c12 | -23% | -9% | . | 10% | . | . | . | 5
CCc1ccc(CNC(=O)c2cc(-c3ccc(Br)s3)nc3ccccc23)cc1 | -7% | -14% | . | 0% | . | . | . | 0
CCCN(C(=O)c1cc(S(=O)(=O)N2CCc3ccccc32)cn1C)c1ccc(OCC)cc1 | ? | -3% | . | 16% | . | . | . | -9
CC(=O)c1ccc(N2CCN(C(=O)COc3ccc4c(c3)CCC4)CC2)cc1 | 21% | 2% | -1% | 0% | -5 | 9% | 2% | -6
CCOC(=O)c1c(C)oc2cc(Br)c(OC)cc12 | -9% | 1% | 6% | 0% | 34 | 4% | 0% | 3
OC(c1ccc2c(c1)OCO2)c1ncc(-c2ccccc2)[nH]1 (stereo not given) | -11% | -19% | 4% | 17% | ? | 10% | 0% | -5
CCOC(=O)CCNCc1ccc(OC)c(OC)c1 | -11% | 10% | 2% | 11% | 2 | 4% | 2% | 1
COc1cccc(C(=O)Nc2cc(C(=O)NCc3ccc(C)cc3)ccc2N2CCC3(CC2)CC(c2ccccc2)=NO3)c1 | 35% | -12% | 7% | 3% | -17 | 5% | -7% | 10
COc1ccc(-c2nnc(SCc3cccc(Cl)c3)o2)cc1 | -16% | -9% | . | 20% | . | . | 4% | 2
COc1cc2c(cc1OC)C(c1cccc([N+](=O)[O-])c1)N(C(=O)c1ccc(F)cc1)CC2 (stereo not given) | 2% | -12% | 16% | -4% | -8 | 22% | 13% | -4
O=C(CSc1nc(=O)n(Cc2ccco2)c2c1CCC2)Nc1ccccc1C(F)(F)F | 30% | -8% | . | 20% | . | . | . | 3
COc1ccccc1NC(=O)C(C)OC(=O)CCCc1c[nH]c2ccccc12 (stereo not given) | 20% | 7% | -23% | 20% | 3 | 0% | 3% | 9

Arranged by length of the SMILES (descending): some entries from above.
SMILES | FUS suppressor | Abeta yeast res | EPAC2 antagonist | TDP-43 yeast inh | D3 antag | EPAC2 ag | aSyn rescue | DRD3 agonist
COc1cccc(C(=O)Nc2cc(C(=O)NCc3ccc(C)cc3)ccc2N2CCC3(CC2)CC(c2ccccc2)=NO3)c1 | 35% | -12% | 7% | 3% | -17 | 5% | -7% | 10
COc1ccc2[nH]c(=O)c(C(c3nnnn3C3CCCC3)N3CCN(Cc4ccc5c(c4)OCO5)CC3)cc2c1 (stereo not given) | 28% | 4% | -3% | -27% | -54* | 6% | 0% | -25
COC(=O)Oc1ccc(/C=N/NC(=O)CN(c2ccccc2Br)S(C)(=O)=O)cc1OC | -6% | -1% | -28% | 15% | 0 | 5% | 0% | 6
COc1ccccc1NC(=O)C(C)OC(=O)CCCc1c[nH]c2ccccc12 (stereo not given) | 20% | 7% | -23% | 20% | 3 | 0% | 3% | 9
CCCOc1ccc(-c2c(=O)n(O)c3ccccc3[n+]2[O-])cc1 | 38% | -37%[inhibitor] | -1% | . | ? | 6% | 13% | -15
CCOC(=O)c1cc2n(c1/N=C/N(C)C)-c1ccccc1C2=O | 0% | -29% | 48%[activator] | -10% | 48 | 100µM* | -1% | 3
COc1ccc(NC(=O)c2sccc2OS(=O)(=O)N(C)C)cc1 | -5% | -1% | 1% | -8% | -10 | 13% | 2% | -1
COc1ccc(-c2nnc(SCc3cccc(Cl)c3)o2)cc1 | -16% | -9% | . | 20% | . | . | 4% | 2
Cc1nnc(NC(=O)Cc2cccs2)s1 | 26% | -2% | 2% | -12% | -5 | 8% | 0% | 1

The list goes on:
SMILES | FUS suppressor | Abeta yeast res | EPAC2 antagonist | TDP-43 yeast inh | D3 antag | EPAC2 ag | aSyn rescue | DRD3 agonist
OCCN1CCN(C(=S)Nc2ccc(Oc3ccccc3)cc2)CC1 | 18% | -8% | -11% | 13% | 10 | 4% | 8% | -3
CC(=O)C(C)n1c(CN(C)Cc2ccccc2)nc2c1c(=O)n(C)c(=O)n2C (stereo not given) | 12% | -4% | 1% | . | 0 | 1% | 4% | 13
O=Cc1ccc(N2CCCC2)o1 | -11% | 6% | 1% | -18% | 15 | 9% | -4% | 2
COc1ccc(CCNC(=O)CNCC2CCCO2)cc1OC (stereo not given) | -19% | -12% | -2% | -14% | -16 | 7% | 1% | -7
CCOC(=O)[C@]12CCCC=C1N(Cc1ccccc1)C(=O)[C@H](CC(=O)NCCc1ccccc1OC)C2 | 43% | 0% | -25% | 22% | -4 | -4% | 3% | -2
COc1ccc(NC(C)=O)cc1NC(C)C(=O)Nc1ccccc1F (stereo not given) | 25% | 14% | 3% | 0% | 25 | 0% | 12% | 5
Cc1ccc2c(COC(=O)c3ccccc3Br)cc(=O)oc2c1 | 12% | -13% | 0% | -29% | 15 | 3% | 9% | 15
O=C(c1cnn(-c2ccc(F)cc2)c1-n1cccc1)N1CCN(c2cccc(Cl)c2)CC1 | 10% | -20% | . | 13µM* | . | . | 2% | 6
CCCCNC(=O)CCCn1c(=O)c2ccccc2n(Cc2c(C)cc(C)cc2C)c1=O | -15% | 1% | . | 19% | . | . | . | 0
COc1cc(OC)c(C(=O)OC(C)C(=O)Nc2cccc(C(F)(F)F)c2)cc1OC (stereo not given) | ? | -11% | -2% | 25% | 0 | 2% | -5% | -4
COc1ccc(CC(=O)N/N=C/c2cc([N+](=O)[O-])cc(Br)c2O)cc1 | 2% | -29% | -27% | 6.3µM* | -80* | -4% | -9% | -19
Cc1onc(-c2ccccc2)c1C(=O)N/N=C(\N)COc1ccc(Cl)cc1 | 19% | -3% | 5% | 0% | ? | -5% | -19% | 18
COc1cc(C(=O)NC2CC3CCCC(C2)N3Cc2ccccc2)cc(OC)c1OC (stereo not given) | -7% | -4% | 18% | 7% | -95* | 6% | -1% | -19
COc1cccc(C(NC(C)=O)c2nc(-c3cnc4ccccc4c3)cs2)c1 (stereo not given) | 21% | -12% | -25% | ? | 11 | 11% | 3% | 5
CC(=O)Nc1ccc(S(=O)(=O)Nc2ccccc2N2CCOCC2)cc1 | -4% | 7% | -6% | -6% | -17 | 6% | 0% | -1
CCOC(=O)[C@H]1[C@H]2COc3cc(OC)ccc3[C@@H]2N2C(=O)c3cc(F)ccc3NC(=O)[C@@]12C | 21% | 9% | -1% | 23% | 9 | -10% | 0% | 6
Nc1c(C(=O)c2ccccc2)sc2c1c(=O)[nH]c(=O)n2-c1ccccc1 | . | -4% | -8% | -18% | -53* | 12% | -5% | -27
COc1ccc(/C(=N\O)c2nccc3cc(OC)c(OC)cc23)cc1OC | 10% | -5% | -1% | . | 0 | 1% | -1% | -1
CCOC(=O)c1cc(-c2ccc(Cl)cc2)nc2c1c(=O)[nH]c(=O)n2CCOC | -7% | 4% | -4% | -2% | 0 | -5% | 1% | 4
C=Cc1ccc(Cn2nc(-c3ccc(C)cc3)ccc2=O)cc1 | 0%&0% | -5%&-23% | ? | ? | 4 | 20% | ? | 10&9
O=C(Cc1ccccc1)N1CCN(c2ccccc2F)CC1 | 26% | 0% | 13% | ? | -6 | -2% | 12% | 5
COc1ccc(N2CCN(c3nc4c(c(=O)n(C)c(=O)n4C)n3CCCc3ccccc3)CC2)cc1 | -22% | -5% | 7% | -9% | ? | 2% | -8% | 1
Cc1nnc(NC(=O)CSc2nnc3c(n2)[nH]c2ccc(Br)cc23)s1 | 1% | -10% | 1% | 12% | -9 | 4% | 2% | 3
CCOC(=O)c1cnc2c([N+](=O)[O-])cnn2c1C | -9% | -9% | 14% | 3% | 19 | -1% | -1% | 3
Cc1ccc(N(CC(O)CN2CCCC2)S(=O)(=O)c2ccc(C)cc2)cc1 (stereo not given) | 10% | 10% | 5% | 22% | -21 | 2% | 8% | -12
CN(C)c1ccc(C=c2c3cc([N+](=O)[O-])ccc3n3c2cc(-c2ccccc2)[n+]3C)cc1 | . | -36%[inhibitor] | 6% | ? | ? | 3% | ? | -20

Screens deposited in PubChem by National Center for Advancing Translational Sciences (NCATS).
